bIAP inh – intestinal alkaline phosphatase (bovine) inhibition; AID 1019; 190,000 tested, under 10 active; inhibition, % at 20 µM; purified bovine IAP, CDP-star luminescence, 30 min;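 active = over 50% inhibition of intestinal alkaline phosphatase at 20 µM in the single-dose screen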
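Assay system – bovine IAP enzyme · Quantity – bovine IAP at 1/65,000,000 final dilution · Detection – CDP-star luminescence signal · Times – 30 min reaction at room temperature · Also added – CDP-star substrate at 30 µM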
TNAP inh hiacc – inhibitors of human TNAP at high phosphate acceptor concentration | inhibition, % at 20 µM | actives 0.03% (n = 200,000) | P05186 | purified TNAP, CDP-star luminescence, 1 M DEA;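 active = over 50% inhibition of tissue-nonspecific alkaline phosphatase at 20 µM in the single-dose screen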;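 also: plate controls were DMSO wells for no effect and EDTA-quenched wells as full inhibition for full effect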
Target sequence (P05186 whole entry, looked up): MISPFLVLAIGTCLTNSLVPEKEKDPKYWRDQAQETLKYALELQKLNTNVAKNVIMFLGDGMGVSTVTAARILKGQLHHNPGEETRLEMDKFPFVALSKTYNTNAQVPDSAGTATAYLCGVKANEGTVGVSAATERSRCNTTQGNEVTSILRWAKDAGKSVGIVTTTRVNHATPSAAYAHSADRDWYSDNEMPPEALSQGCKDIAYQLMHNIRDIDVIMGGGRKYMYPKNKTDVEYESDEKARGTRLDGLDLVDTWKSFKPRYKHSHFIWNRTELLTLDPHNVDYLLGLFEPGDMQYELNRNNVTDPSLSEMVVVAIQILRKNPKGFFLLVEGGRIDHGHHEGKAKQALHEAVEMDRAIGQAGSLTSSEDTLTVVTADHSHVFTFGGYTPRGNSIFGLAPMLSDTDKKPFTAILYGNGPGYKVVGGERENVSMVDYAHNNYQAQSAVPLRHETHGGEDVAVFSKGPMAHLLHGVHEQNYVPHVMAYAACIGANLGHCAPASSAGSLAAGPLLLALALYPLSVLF
Diaphorase inh – counter-screen for diaphorase-based assays: diaphorase inhibitors and chemical oxidizers | diaphorase resazurin-to-resorufin fluorescence, NADH, 16 min; bacterial (C. kluyveri) enzyme, not human | inhibition, % at 20 µM | actives 0.69% (n = 190,000) | AID 1217;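 active = primary screen inhibition at 20 µM above a set limit, cut at about 50% in these data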;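 also: plate controls were DMSO with full reaction for no effect and wells lacking NADH for full effect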
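Test system: diaphorase enzyme from Clostridium kluyveri; amount: diaphorase at 0.14 U/mL in enzyme working solution; detection: fluorescence of resorufin formed from resazurin, Ex 544/Em 590 nm; times: reaction incubation of 16 min at room temperature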
PMI act hi M6P – increases human PMI activity with near-saturating mannose 6-phosphate; P34949; coupled PMI enzyme assay, resazurin fluorescence, 20 min; stronger effect = higher value; 1 = untreated enzyme, 0 = substrate-free blank; activation factor at 20 µM; actives 0.34% (n = 190,000); AID 1216;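 active = activation factor of 2 or more at 20 µM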
Target sequence (P34949 whole entry, looked up): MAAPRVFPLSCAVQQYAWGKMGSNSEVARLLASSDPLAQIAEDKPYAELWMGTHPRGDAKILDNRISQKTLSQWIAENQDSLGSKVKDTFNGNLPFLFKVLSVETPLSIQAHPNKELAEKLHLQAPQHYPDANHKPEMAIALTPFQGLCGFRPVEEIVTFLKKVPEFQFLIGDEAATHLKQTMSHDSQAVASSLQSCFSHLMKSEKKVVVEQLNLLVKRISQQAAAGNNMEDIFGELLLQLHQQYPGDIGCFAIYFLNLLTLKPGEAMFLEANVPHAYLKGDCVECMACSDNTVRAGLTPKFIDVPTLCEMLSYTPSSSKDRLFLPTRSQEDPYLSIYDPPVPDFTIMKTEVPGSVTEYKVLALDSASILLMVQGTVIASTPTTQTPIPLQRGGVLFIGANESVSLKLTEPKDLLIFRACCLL
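Test system: human PMI in coupled enzyme assay; Input: PMI at 15 ng/mL final; Medium: HEPES buffer, pH 7.4; Schedule: 20 min incubation at room temperature; Technique: resorufin fluorescence at Ex 544/Em 590 nm; Compound: 20 µM single dose; Probe or stimulus: Near-saturating mannose-6-phosphate, 1.0 mM.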
bIAP act – increases bovine intestinal alkaline phosphatase activity | purified bovine IAP, CDP-star luminescence, 30 min; stronger effect = higher value; fold of DMSO-control signal, blank-subtracted | AID 1016 | actives 0.17% (n = 200,000) | activation factor at 20 µM;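 active = activation factor of 2 or more at 20 µM, a signal rise over negative controls twice the positive control's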
L major viab – inhibitors of Leishmania major promastigote growth; actives 9% (n = 200,000); Leishmania major promastigotes, resazurin fluorescence viability; AID 1063; inhibition, % at 10 µM; in the data active = inhibition above about 50%;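 also: promastigotes grown with compound for 44 hours at 28 °C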
Diaph act CS – diaphorase activation or chemical reduction counter-screen; Diaphorase/resazurin coupled assay, resorufin fluorescence, 16 min; stronger effect = higher value; 1 = vehicle wells, 0 = NADH-free wells; AID 1229; actives 0.005% (n = 190,000); activation factor at 20 µM;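 active = diaphorase activity raised at least twofold by the compound at 20 µM; inactive = activation factor below 2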
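Material: purified diaphorase enzyme from Clostridium kluyveri / Medium: HEPES pH 7.4 buffer with MgCl2 and Tween 20 / Schedule: enzyme reaction of 16 min at room temperature / Measured by: resorufin fluorescence, excitation 544 nm, emission 590 nm / Evaluation: rise in resorufin formation, marking diaphorase activation or chemical reduction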
TNAP inh no acc – blocks human TNAP activity with no phosphate acceptor present. P05186. purified TNAP, CDP-star luminescence, 30 min. actives 0.26% (n = 200,000). inhibition, % at 20 µM;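 active = tissue-nonspecific alkaline phosphatase inhibition above about 50% at 20 µM in the single-dose screen, limit read from the data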;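 also: 0% = DMSO negative control and 100% = EDTA positive control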
TNAP act hiacc – activators of human TNAP at high phosphate acceptor concentration | P05186 | purified TNAP, CDP-star luminescence, 1 M DEA, 30 min; stronger effect = higher value; 0 = EDTA background, 1 = DMSO-only activity | activation factor at 20 µM | 200,000 tested, under 10 active | AID 1136;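 active = activation factor at least 2 at 20 µM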
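Test system – human TNAP · Doses – 20 µM single point · Incubation – 30 min, room temperature · Signal – luminescent substrate turnover signal · Read-out basis – activation factor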
PMI activator – phosphomannose isomerase (human) activation | P34949 | purified human PMI, coupled resazurin fluorescence, 20 min; stronger effect = higher value; 1 = vehicle control, 0 substrate-free wells | activation factor at 20 µM | actives 0.005% (n = 190,000) | AID 1214;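 active = activation factor of 2 or more at 20 µM, relative to plate controls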
Active calls of the source: *; x = no result given.

SMILES	bIAP inh	TNAP inh hiacc	Diaphorase inh	PMI act hi M6P	bIAP act	L major viab	Diaph act CS	TNAP inh no acc	TNAP act hiacc	PMI activator
COc1ccc(NC(=S)NNC(=O)C2CC2c2ccc(C)cc2)cc1 (configuration not stated)	1	-2	9	1	1	-6	0.9	-2	1	1
Cc1ccccc1C(=O)NCCN=C1NS(=O)(=O)c2ccccc21	5	2	9	0.9	1	-5	0.9	-3	1	0.9
CC(C)(C)c1ccc(-c2nc(NCc3cccnc3)c3ccccc3n2)cc1	-2	2	7	1	1	80*	0.9	-4	1	0.9
O=C(Nc1cc(C(F)(F)F)ccc1-n1cnc2ccccc21)c1ccccc1	29	-3	26	0.9	0.7	10	0.7	-5	1	0.9
CCCC1/C(=N/O)CC(c2ccccc2)NC1c1ccccc1 (configuration not stated)	-20	-3	11	0.9	1.2	25	0.9	-2	1	0.8
Cc1c(NC(=O)c2ccc(N(Cc3ccccc3)S(C)(=O)=O)cc2)c(=O)n(-c2ccccc2)n1C	-35	-2	4	0.9	1.4	-4	1	-6	1	0.9
OCCC1CN(Cc2cccn2-c2ncccn2)CCN1CCc1ccccc1 (configuration not stated)	8	-8	11	1	0.9	-1	0.9	-10	1.1	1
C/C(=N\NC(N)=O)c1cccc(Cl)c1	5	-5	-3	1	1	83*	1	-11	1	0.9
O=C(CN(C(=O)CCC(=O)Nc1ccccn1)c1ccc2c(c1)OCCO2)NCCc1ccccc1	-6	-5	12	0.9	1.1	x	0.9	-10	1.1	1
COc1ccc(C(C)=O)cc1CS(=O)(=O)CC(=O)O	0	-5	17	0.9	1	-11	0.8	-11	1.1	1
CCOC(=O)c1cnc2c(C#N)c(C)nn2c1-c1ccccc1	3	-5	9	1	1	0	0.9	-15	1.1	1
COc1ccc(CCNC(=S)Nc2cccc(C)c2)cc1	0	-1	13	1	1	36	0.9	-3	1	0.9
CCc1ccc(NC(=O)c2ccccc2SC)cc1	4	-6	19	0.9	1	13	0.8	-8	1.1	0.9
O=C(CCCN1C(=O)CCC1=O)Nc1ccc2c(c1)OCO2	1	-2	9	0.9	1	6	0.9	-6	1	0.9
CCc1ccc(NC(=O)CSc2nnc(Cn3c(=O)sc4ccccc43)n2C)cc1	12	-3	7	1	0.9	-3	0.9	-9	1	1
O=C(COC(=O)c1ccc2c(c1)C(=O)N(CCc1ccccc1)C2=O)Nc1ccc(OC(F)F)cc1	2	3	-1	1.1	1	-7	1	12	1	1
NCCCC[C@@H]1NC(=O)[C@H](CCC(=O)O)NC(=O)c2cc([N+](=O)[O-])cc(I)c2OCC[C@@H](C(N)=O)NC1=O	14	-3	16	1.4	0.9	-4	0.8	-12	1	1.4
N#Cc1c2c(c(NCCCN3CCOCC3)n3c1nc1ccccc13)CCC2	1	-11	32	0.6	1	63*	0.7	-6	1.1	0.8
CN(Cc1ccco1)C(=O)Cn1nc(-c2ccc(Cl)cc2)ccc1=O	0	-4	16	0.9	1	-2	0.8	-4	1	1
COc1ccc(CNCCSc2nnnn2C)c(OC)c1OC	5	-5	9	1	0.9	-4	0.9	-13	1	1

Given in markdown: part of the list above.
| canonical_smiles | bIAP inh | TNAP inh hiacc | Diaphorase inh | PMI act hi M6P | bIAP act | L major viab | Diaph act CS | TNAP inh no acc | TNAP act hiacc | PMI activator |
| --- | --- | --- | --- | --- | --- | --- | --- | --- | --- | --- |
| CCc1ccc(NC(=O)CSc2nnc(Cn3c(=O)sc4ccccc43)n2C)cc1 | 12 | -3 | 7 | 1 | 0.9 | -3 | 0.9 | -9 | 1 | 1 |
| O=C(COC(=O)c1ccc2c(c1)C(=O)N(CCc1ccccc1)C2=O)Nc1ccc(OC(F)F)cc1 | 2 | 3 | -1 | 1.1 | 1 | -7 | 1 | 12 | 1 | 1 |
| NCCCC[C@@H]1NC(=O)[C@H](CCC(=O)O)NC(=O)c2cc([N+](=O)[O-])cc(I)c2OCC[C@@H](C(N)=O)NC1=O | 14 | -3 | 16 | 1.4 | 0.9 | -4 | 0.8 | -12 | 1 | 1.4 |
| N#Cc1c2c(c(NCCCN3CCOCC3)n3c1nc1ccccc13)CCC2 | 1 | -11 | 32 | 0.6 | 1 | 63* | 0.7 | -6 | 1.1 | 0.8 |
| CN(Cc1ccco1)C(=O)Cn1nc(-c2ccc(Cl)cc2)ccc1=O | 0 | -4 | 16 | 0.9 | 1 | -2 | 0.8 | -4 | 1 | 1 |

The list goes on.
SMILES	bIAP inh	TNAP inh hiacc	Diaphorase inh	PMI act hi M6P	bIAP act	L major viab	Diaph act CS	TNAP inh no acc	TNAP act hiacc	PMI activator
Cc1ccc(-c2cc(C(F)F)n3ncc(C(=O)N4CCCCC4c4cccnc4)c3n2)cc1 (configuration not stated)	-18	-2	10	0.9	1.2	95*	0.9	-5	1	0.9
C[C@@H](C(=O)NCCc1c[nH]c2ccccc12)[C@H]1C[C@]1(C)[C@H](NC(=O)OCc1ccccc1)c1ccccc1	8	-8	30	0.9	0.9	44	0.7	-11	1.1	0.9
CCN1CCN(C(=O)c2ccccc2N(Cc2ccccc2)S(C)(=O)=O)CC1	-4	-3	9	1	1	-6	0.9	-7	1	0.9
CCOC(=O)c1cc(=O)n(-c2ccc(Cl)cc2C)[nH]1	4	-3	11	1.7	1	55*	0.9	-10	1	1.4
CCOC(=O)C(Cc1cc(C(C)=O)ccc1OC(C)C)C(=O)OCC	2	-10	21	0.6	1	12	0.8	-8	1.1	0.9
COc1ccc(C2=NN(CN3C(=O)C(=O)c4ccccc43)C(c3ccc(Br)cc3)C2)cc1 (configuration not stated)	19	-1	15	1	0.8	34	0.8	-10	1	0.9
Cc1cccc(OCC(=O)N/N=C/c2ccc(N(C)C)cc2)c1	-8	-6	55*	0.9	1.1	-5	0.4	-12	1.1	0.9
O=C(NCCCN1CCOCC1)c1ccc(Cl)s1	4	-6	-1	1.1	1	40	1	-16	1.1	1.1
CN(C1=C(N2CCOCC2)C(=O)c2ccccc2C1=O)c1ccccc1	-43	13	0	0.6	1.4	59*	1	17	0.9	1.1
CCOC(=O)N1CCN(c2cc(=O)n(-c3ccc(C)cc3)c(=O)[nH]2)CC1	8	-2	12	0.9	0.9	-3	0.9	-194	1	1
CS(=O)(=O)N1CCC(C(=O)NCc2ccccc2)CC1	-6	0	5	0.9	1.1	-4	0.9	-4	1	1
O=C(NCC(c1cccs1)N1CCOCC1)c1ccccc1NS(=O)(=O)c1cccc([N+](=O)[O-])c1 (configuration not stated)	10	-5	8	1.2	0.9	2	0.9	6	1	1.2
Cc1ccc(NC(C)c2cc(Cl)ccc2O)cc1 (configuration not stated)	29	-5	11	0.9	0.7	28	0.9	7	1	0.8
COc1ccc(C(=O)NCC(=O)NCC(c2ccco2)N(C)C)cc1OC (configuration not stated)	9	6	1	0.9	0.9	1	1	-3	0.9	0.9
CCCCCNC(=O)Cc1ccc(OC)cc1	3	-3	4	1	1	-4	1	-11	1	0.9
CCOc1ccccc1/C=N/Nc1ccccc1[N+](=O)[O-]	6	15	15	1	0.9	2	0.8	14	0.9	1
Cc1ccc(S(=O)(=O)NC2CCCCC2)c2nsnc12	20	-2	11	0.9	0.8	-2	0.9	-7	1	0.9
COC(=O)C1=C(C)N(C)C(=O)NC1c1cc(Cl)c(O)c(OC)c1 (configuration not stated)	1	-6	16	1	1	-2	0.8	-23	1.1	1
Clc1cccc(-c2cc3nc4c(c(N5CCOCC5)n3n2)CCCC4)c1	-10	-4	17	0.9	1.1	25	0.8	1	1	0.8
COc1ccc(-c2nnc(SCCC(=O)O)n2-c2ccccc2)cc1OC	-6	-5	2	1	1.1	-5	1	2	1.1	1.1
CCCC(=O)NC(c1ccccc1OC)c1ccc2cccnc2c1O (configuration not stated)	-20	-8	36	0.6	1.2	100*	0.6	-7	1.1	0.8
COc1ccc(CC(CC(=O)O)C(=O)Nc2ccccc2)cc1 (configuration not stated)	15	-7	11	1.1	0.8	3	0.9	-12	1.1	1.1
COc1ccc2nc3ccccc3nc2c1NC(=O)c1ccc(Br)cc1	15	6	4	0.7	0.8	-6	1	4	0.9	0.8
CC(=O)Nc1cc(C)c(S(C)(=O)=O)c(C)c1	3	-2	7	0.9	1	-4	0.9	-9	1	1
Cc1ccc(N(Cc2ccc(C(=O)NC3CCCCC3)cc2)S(C)(=O)=O)cc1C	3	-8	-14	1.1	1	-3	1.1	0	1.1	1.1
OCCN(CCO)c1ncnc2c1oc1ccc(Br)cc12	0	-6	2	1.4	1	-3	1	-11	1.1	1.3
CCN(CC)CC(=O)Nc1cccc2c1C(=O)c1ccccc1C2=O	10	2	11	1.1	0.9	9	0.9	-4	1	1.1
CCCC(c1nnnn1CC1CCCO1)N1CCN(c2ccccc2)CC1 (configuration not stated)	2	-9	8	1.1	1	-6	0.9	-11	1.1	1.1
CCC(C(=O)Nc1ccc(C)cc1)c1ccccc1 (configuration not stated)	0	2	1	1	1	0	1	-1	1	1
CC(Oc1ccccc1Cl)C(=O)N1CCOCC1 (configuration not stated)	14	-4	8	1	0.9	-1	0.9	-6	1	1
CCC(=O)c1ccc(N2CCN(C(=O)c3ccccc3F)CC2)c(F)c1	-1	2	14	0.9	1	1	0.9	-2	1	0.9
Cc1nn(Cc2ccc(Cl)cc2Cl)c(C)c1NC(=O)c1nc2n(n1)C(C(F)F)CC(C)N2 (configuration not stated)	-6	-5	17	0.9	1.1	2	0.8	-14	1	0.9
Cn1c(=O)c2c(nc(NCCCO)n2CCc2ccccc2)n(C)c1=O	20	-3	10	1	0.8	-2	0.9	-13	1	1
O=C(CN1C(=O)C2(OCCO2)c2ccccc21)c1ccc(F)cc1	3	-5	17	1	1	0	0.8	-17	1.1	1
COCCn1c(SCC(=O)OCc2ccccc2)nc2c1c(=O)[nH]c(=O)n2C	19	-7	18	1	0.8	x	0.8	-7	1.1	1
COC(=O)NNC(=S)NCc1ccccc1	x	-4	15	0.9	0.1	31	0.9	17	1	0.9
COc1ccccc1CCNS(=O)(=O)c1c(C)n(C)c(=O)n(C)c1=O	5	-6	-1	1	1	-2	1	0	1.1	1
OCCN1CCN(c2ncnc3c2c(-c2ccccc2)cn3-c2ccc(Br)cc2)CC1	-37	0	1	0.9	1.4	37	1	-9	1	0.9
COc1ccccc1-c1noc(-c2ccccc2C(=O)Nc2cccnc2)n1	8	-1	14	1	0.9	5	0.9	-3	1	0.9
CCCNC(=O)NC(=O)CSc1nnc(-c2ccncc2)n1CC	1	-8	12	1	1	0	0.9	-17	1.1	1.1
COc1ccc(CN(Cc2ccccn2)S(=O)(=O)c2ccc(-n3cnnn3)cc2)cc1	21	-2	26	0.9	0.8	9	0.7	-4	1	0.9

Screening data as filed in PubChem.
